SRC1 TRFRET art = flags TR-FRET format artefacts in PPARgamma SRC-1 recruitment agonist screen. TR-FRET detection artefact counter-screen, emission ratio; active compounds read high. TR-FRET ratio at 8 µM. 99,000 tested, 0.34% active. AID 1051; in the data active means TR-FRET ratio above about 2300; further: inactives centre near 1800; reference of the scale not given here
SRC3 TRFRET art = TR-FRET artefact, counter-screen to PPARgamma/SRC-3 agonist assay. PPARgamma/SRC-3 format; active compounds read high. TR-FRET ratio at 8 µM. 99,000 tested, 0.39% active. AID 1048; in the data active means TR-FRET ratio above about 2000; further: inactives centre near 1600; reference of the scale not given here
* hit, by the source's call.

The first 26 records, to show the layout:
Values in the order: SRC1 TRFRET art	SRC3 TRFRET art
- Cc1ccc(NC(=O)CSc2ncn[nH]2)cc1
    1455	1414
- Cc1noc(C)c1COc1ncnc2ccccc12
    2132	1711
- O=C(C1COc2ccccc2O1)N1CCN(c2ccccc2)CC1 (stereo unspecified)
    1820	1326
- CCn1c(=O)c(C(=O)CN2CCN(Cc3ccc4c(c3)OCO4)CC2)c(N)n(Cc2ccccc2)c1=O
    1485	1394
- O=C(CCn1c2c(c3ccccc31)CCCC2)NNC(=O)c1ccccc1[N+](=O)[O-]
    1774	1668
- COc1cc(C(=O)O/N=C2\C=CC(=O)C=C2C)cc(OC)c1OC
    1504	1392
- CC1SCC(=O)N(CC(=O)Nc2ccc3c(c2)OCCO3)C1=O (stereo unspecified)
    1898	1631
- Cc1cc(OC(=O)c2ccc(S(=O)(=O)N3CCOCC3)cc2)c([N+](=O)[O-])c(=O)[nH]1
    1799	1505
- Cc1ccc(O)c(NC(=S)NC(=O)c2ccccc2Cl)c1
    1749	1683
- COc1ccc(/C=N/Nc2cc(C)nc(N)n2)cc1
    1502	1556
- COCCCNC(=O)Cn1c(=O)n(CCCCCC(=O)NCc2ccc3c(c2)OCO3)c(=O)c2sccc21
    1775	1304
- CN(CC(=O)O)c1ccc(S(=O)(=O)N2CCOCC2)cc1[N+](=O)[O-]
    1665	1557
- CCOC(=O)C(NC(=O)CC)(Nc1ccccc1)C(F)(F)F (stereo unspecified)
    1914	1488
- CC(C)OC(=O)Cn1cc(C#N)c2ccccc21
    1493	1671
- Nc1ccn([C@@H]2O[C@H](CO)[C@@H](O)[C@@H]2O)c(=O)n1
    1712	1752
- CCOC(=O)C1C(C(=O)NN)C1C(=O)Nc1ccccc1 (stereo unspecified)
    1673	1616
- COc1ccc(N2C(=O)CSC2c2ccncc2)cc1 (stereo unspecified)
    1708	1413
- O=c1cc(O)c2ccccc2n1Cc1ccccc1Cl
    1649	1411
- CN(c1ccccc1)S(=O)(=O)c1ccc(NC(=O)c2ccccc2)cc1
    1796	1350
- Cc1ccc2ncnc(NCCCCCC(=O)O)c2c1
    1823	1287
- COC(=O)c1ccc(C2Nc3cccc4cccc(c34)N2)cc1
    1955	1850
- CN(C)C(=O)CC12CC3CC(C1)CC(CC(=O)N(C)C)(C3)C2
    1976	1684
- O=[N+]([O-])c1ccc(S(=O)(=O)N/N=C/c2ccco2)cc1
    1733	1623
- COc1cc(OC)c(S(=O)(=O)N2CCN(C(=O)c3ccccc3F)CC2)cc1NC(C)=O
    1675	1410
- COc1ccccc1-n1c(=S)[nH]c2c(sc(=S)n2-c2ccccc2C)c1=O
    1792	1758
- CCO/C=C1/C(=O)N(c2ccc(OC)cc2)C(=O)c2ccccc21
    1866	1552

The listing (from the top)
Values in the order: SRC1 TRFRET art	SRC3 TRFRET art
- Cc1ccc(NC(=O)CSc2ncn[nH]2)cc1
    1455	1414
- Cc1noc(C)c1COc1ncnc2ccccc12
    2132	1711
- O=C(C1COc2ccccc2O1)N1CCN(c2ccccc2)CC1 (stereo unspecified)
    1820	1326
- CCn1c(=O)c(C(=O)CN2CCN(Cc3ccc4c(c3)OCO4)CC2)c(N)n(Cc2ccccc2)c1=O
    1485	1394
- O=C(CCn1c2c(c3ccccc31)CCCC2)NNC(=O)c1ccccc1[N+](=O)[O-]
    1774	1668
- COc1cc(C(=O)O/N=C2\C=CC(=O)C=C2C)cc(OC)c1OC
    1504	1392
- CC1SCC(=O)N(CC(=O)Nc2ccc3c(c2)OCCO3)C1=O (stereo unspecified)
    1898	1631
- Cc1cc(OC(=O)c2ccc(S(=O)(=O)N3CCOCC3)cc2)c([N+](=O)[O-])c(=O)[nH]1
    1799	1505
- Cc1ccc(O)c(NC(=S)NC(=O)c2ccccc2Cl)c1
    1749	1683
- COc1ccc(/C=N/Nc2cc(C)nc(N)n2)cc1
    1502	1556
- COCCCNC(=O)Cn1c(=O)n(CCCCCC(=O)NCc2ccc3c(c2)OCO3)c(=O)c2sccc21
    1775	1304
- CN(CC(=O)O)c1ccc(S(=O)(=O)N2CCOCC2)cc1[N+](=O)[O-]
    1665	1557
- CCOC(=O)C(NC(=O)CC)(Nc1ccccc1)C(F)(F)F (stereo unspecified)
    1914	1488
- CC(C)OC(=O)Cn1cc(C#N)c2ccccc21
    1493	1671
- Nc1ccn([C@@H]2O[C@H](CO)[C@@H](O)[C@@H]2O)c(=O)n1
    1712	1752
- CCOC(=O)C1C(C(=O)NN)C1C(=O)Nc1ccccc1 (stereo unspecified)
    1673	1616
- COc1ccc(N2C(=O)CSC2c2ccncc2)cc1 (stereo unspecified)
    1708	1413
- O=c1cc(O)c2ccccc2n1Cc1ccccc1Cl
    1649	1411
- CN(c1ccccc1)S(=O)(=O)c1ccc(NC(=O)c2ccccc2)cc1
    1796	1350
- Cc1ccc2ncnc(NCCCCCC(=O)O)c2c1
    1823	1287

Carrying on.
Values in the order: SRC1 TRFRET art	SRC3 TRFRET art
- COC(=O)c1ccc(C2Nc3cccc4cccc(c34)N2)cc1
    1955	1850
- CN(C)C(=O)CC12CC3CC(C1)CC(CC(=O)N(C)C)(C3)C2
    1976	1684
- O=[N+]([O-])c1ccc(S(=O)(=O)N/N=C/c2ccco2)cc1
    1733	1623
- COc1cc(OC)c(S(=O)(=O)N2CCN(C(=O)c3ccccc3F)CC2)cc1NC(C)=O
    1675	1410
- COc1ccccc1-n1c(=S)[nH]c2c(sc(=S)n2-c2ccccc2C)c1=O
    1792	1758
- CCO/C=C1/C(=O)N(c2ccc(OC)cc2)C(=O)c2ccccc21
    1866	1552
- COc1cccc([C@H](O)Cn2cc(-c3ccc(CON=C(C)C)cc3)nn2)c1
    1958	1678
- Cc1ccc(C(=O)Nc2ccc3c(c2)CCC3)cc1S(=O)(=O)N1CCOCC1
    1957	1627
- CC(C)CC(c1nnnn1CC1CCCO1)N1CCN(c2nc3ccccc3s2)CC1 (stereo unspecified)
    1551	1689
- Cc1nc(SCc2ccc(Cl)c(Cl)c2)ncc1C(=O)O
    1686	1469
- CCOc1cc(N2CCOCC2)c(OCC)cc1NC(=O)c1ccc(C)s1
    1900	1743
- CCn1c(=O)n(CC)c2cc(N)ccc21
    1712	1680
- CN=C(c1ccc([N+](=O)[O-])cc1)N1CCCCC1
    1449	1405
- COC(=O)C1C(c2ccccc2)C(C(=O)O)C1c1ccccc1 (stereo unspecified)
    1675	1202
- COc1ccc(C=O)c(OC)c1
    1990	1643
- CCN(c1ccccc1)S(=O)(=O)c1cc(NC(=O)Nc2ccccc2C#N)ccc1Cl
    1648	1748
- COC(=O)NNC(=O)C12CC3CC(CC(C3)C1)C2
    1738	1385
- Cc1cccc(C)c1NC(=O)CSc1nnc([C@@H]2CCCN2C(=O)OC(C)(C)C)o1
    1901	1786
- CN(CC/C=C1/c2ccccc2CSc2ccccc21)CCCO
    1879	1760
- O=C(CSc1ccc(-c2cccs2)nn1)NCc1ccccc1Cl
    1900	1536

Quoted at random: 2 records from the list, in no set order.
Values in the order: SRC1 TRFRET art	SRC3 TRFRET art
- CCn1c(=O)n(CC)c2cc(N)ccc21
    1712	1680
- CCO/C=C1/C(=O)N(c2ccc(OC)cc2)C(=O)c2ccccc21
    1866	1552

Continuation.
Values in the order: SRC1 TRFRET art	SRC3 TRFRET art
- Cc1cnccc1CN(C)Cc1nc(Cc2ccccc2Cl)no1
    1940	1529
- O=C(Cn1cnc2c(cnn2-c2ccccc2)c1=O)N1CCN(c2ccc(F)cc2)CC1
    1852	1584
- O=C(Cn1nnc(-c2ccccc2)n1)N/N=C/c1cccc([N+](=O)[O-])c1O
    1642	1558
- CCN=C1NN=C(c2c[nH]c3ccccc23)CS1
    1634	1617
- CCn1cc(/C=C/C(=O)Nc2ccc(C)cc2Br)cn1
    1699	1865
- CCc1sc(N(C(=O)Cc2ccccc2)c2ccccc2F)nc1-c1ccc(C)cc1
    1801	1566
- COc1ccc(OC)c(S(=O)(=O)N2CCC(C(=O)Nc3ccccc3)CC2)c1
    1568	1423
- CC1CC1C(=O)Nc1nc(-c2ccc(Cl)s2)cs1 (stereo unspecified)
    1518	1594
- O=C(O)CCCSc1nccn1-c1ccccc1
    1873	1644
- Cc1ccc(CN2CCN(Cc3cccc(OCCO)c3)CC2CCO)o1 (stereo unspecified)
    1857	1698
- COCCSc1ccccc1C(=O)NCCc1ccccc1
    1999	1677
- Cc1ccccc1-n1c(O)cc(=O)[nH]c1=S
    1737	1357
- O=C(N/N=C/c1cc2c(cc1Br)OCO2)C1COc2ccccc2O1 (stereo unspecified)
    1750	1303
- CCCN1CC=C2C(C#N)=C(N)C(C#N)(C#N)C(c3cccc(OC)c3OC)C2C1 (stereo unspecified)
    1943	1740
- CC(C)COC(=O)N1CC(O)CC1C(=O)O (stereo unspecified)
    1446	1630
- O=C(CCc1nc2ccccc2c(=O)[nH]1)OCC(=O)c1ccc(C2CCCCC2)cc1
    1700	1406
- CC(C)c1cccc(C(C)C)c1NC(=O)CCl
    1999	1534
- CCCn1c(=O)c2c(c3ccccc31)OCC(=O)N2
    1848	1651
- COc1cccc(N2CCN(CC(=O)Nc3ccc(-n4cnnn4)cc3)CC2)c1
    1591	1390
- O=C(O)C1CCCCC1C(=O)NCc1ccncc1 (stereo unspecified)
    1629	1498

Continued.
Values in the order: SRC1 TRFRET art	SRC3 TRFRET art
- CCOC(=O)C1=C(C)n2c(s/c(=C3\C(=O)Nc4ccccc43)c2=O)=NC1c1ccc(OC)cc1 (stereo unspecified)
    1647	1646
- COc1ccc(N2CCN(C(=O)CCNS(=O)(=O)c3ccc4c(c3)CCC(=O)N4)CC2)cc1
    1827	1598
- COc1ccc(CCNC(=O)COc2cc(=O)n(C)c3ccccc23)cc1OC
    2013	1747
- COCCCN(C(=S)Nc1cc(Cl)cc(Cl)c1)C(C)c1ccncc1 (stereo unspecified)
    1619	1582
- Cc1cccc(C)c1NC(=O)NC1(C(=O)N2CCOCC2)CCCCC1
    1889	1590
- COC(=O)c1ccc(COc2ccccc2/C=C(\C#N)C(=O)NC(C)C)cc1
    1789	1537
- O=C(NC1=NCCS1)c1cccc(N2C(=O)c3ccccc3C2=O)c1
    1824	1590
- NS(=O)(=O)c1cc(C(=O)OCC(=O)c2ccccc2)c(Cl)cc1Cl
    1582	1528
- Cc1ccc(NC2=NC3(CCCC3)N=C(N)N2)c(C)c1
    1967	1611

Screens (PubChem)

Only part of the results is shown; rates above refer to the full screens.
